Compound activity (PubChem BioAssay)
CHO-K1 Ca ag: counter-screen for M1 agonists: effect in parental CHO-K1 cells; activation, % at 3 µM; Fluo-8 calcium fluorescence; scaled to maximal ATP response, vehicle zero; hit rate 0.48% among 360,000; in the data active means activation above about 15%;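 further: untransfected CHO-K1 host cells lacking M1 receptor as counterscreen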
CHRM1 agonist: agonists of human M1 muscarinic receptor; P11229; AID 588814; CHO-K1 hM1, Fluo-8 calcium fluorescence, agonist mode; 0% DMSO, 100% acetylcholine EC100; activation, % at 3 µM; hit rate 0.33% among 360,000;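 active means activation above the run's mean compound activation plus 3 SD, cut at about 16% in these data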;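 further: peak over basal fluorescence ratio within a 140 s kinetic read after compound addition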
Target sequence (P11229 whole entry, looked up): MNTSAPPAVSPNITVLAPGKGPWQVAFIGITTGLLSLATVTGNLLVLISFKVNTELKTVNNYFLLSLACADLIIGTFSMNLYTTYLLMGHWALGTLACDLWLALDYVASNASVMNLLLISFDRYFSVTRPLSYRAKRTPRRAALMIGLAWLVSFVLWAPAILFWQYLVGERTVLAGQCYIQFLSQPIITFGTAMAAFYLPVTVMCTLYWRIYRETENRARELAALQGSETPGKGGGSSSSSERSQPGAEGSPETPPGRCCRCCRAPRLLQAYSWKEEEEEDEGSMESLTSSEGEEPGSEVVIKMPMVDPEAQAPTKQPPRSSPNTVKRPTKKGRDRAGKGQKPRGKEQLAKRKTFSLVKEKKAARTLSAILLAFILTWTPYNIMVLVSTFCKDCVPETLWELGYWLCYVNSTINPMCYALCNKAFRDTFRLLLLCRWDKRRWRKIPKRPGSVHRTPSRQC
CHO-K1 Ca PAM: nonselective activator or artifact in parental CHO-K1 calcium assay | ATP EC20, Fluo-8 calcium fluorescence; 0% at ATP EC20, 100% at ATP max | hit rate 0.02% among 360,000 | activation, % at 3 µM;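 active means activation above the run cutoff, the mean activation of all test compounds plus 3 SD, cut at about 40% in these data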;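 further: peak over basal fluorescence ratio in a 140 s read after ATP addition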
CHO-K1 Ca antag: nonselective inhibitor or artifact in parental CHO-K1 cells; ATP-induced calcium, Fluo-8 fluorescence; inhibition, % at 3 µM; hit rate 0.6% among 360,000; AID 602250;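 active means inhibition above a per-plate cutoff, the plate's mean sample inhibition plus 3 SD, cut at about 24% in these data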;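 further: 0% = DMSO plus EC80 ATP and 100% = DMSO alone without ATP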
M1 antag: blocks human M1 muscarinic receptor; hit rate 1.3% among 360,000; CHO-K1 hM1, Fluo-8 calcium fluorescence, ACh EC80 antagonist; AID 588852; P11229; inhibition, % at 3 µM;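 active means percent inhibition above its own plate's cutoff, namely the mean of that plate's compound wells plus 3 SD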;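 further: peak over basal fluorescence ratio during 140 s after agonist addition; 0% = ACh EC80 plus DMSO and 100% = DMSO alone without agonist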
TAAR1 ag: agonists of human TAAR1 | AID 624467 | CHO RD-HGA16 TAAR1, Fluo-8 calcium fluorescence; vehicle wells 0%, saturating PEA agonist 100% | activation, % at 3 µM | hit rate 0.99% among 360,000;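 active means activation above the mean activation of all test compounds in the run plus 3 SD, cut at about 38% in these data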
Target sequence (Q96RJ0 whole entry, looked up): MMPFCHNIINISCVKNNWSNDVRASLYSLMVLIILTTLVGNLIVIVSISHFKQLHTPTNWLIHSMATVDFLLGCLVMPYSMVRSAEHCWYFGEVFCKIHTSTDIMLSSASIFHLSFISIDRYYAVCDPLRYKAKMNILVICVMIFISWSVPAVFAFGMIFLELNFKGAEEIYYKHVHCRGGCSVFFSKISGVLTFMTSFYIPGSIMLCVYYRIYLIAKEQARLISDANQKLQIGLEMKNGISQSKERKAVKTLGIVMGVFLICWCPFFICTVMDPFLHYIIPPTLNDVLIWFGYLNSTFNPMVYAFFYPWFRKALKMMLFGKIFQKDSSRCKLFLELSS
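Signal – calcium-sensitive Fluo-8 signal, excitation 470-495, emission 515-575 nm · System – RD-HGA16 (CHO) cells co-expressing Gα16 and hTAAR1 · Incubation – 17-24 h seeding, 75 min 37 °C dye, 30 min RT · Compound dosing – 3 µM single concentration · Repeats – no replicates (n 1)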
CHO parental Ca: signal in parental CHO cells, OX1R antagonist counter-screen; parental CHO-K1, ATP-induced calcium, Fluo-8 fluorescence; hit rate 0.63% among 330,000; AID 463079; inhibition, % at 5.6 µM;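 active means inhibition above that plate's mean sample inhibition plus 3 SD, cut at about 26% in these data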;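 further: 0% = ATP-challenged DMSO wells and 100% = DMSO wells without ATP; some compounds past the cut are filed as inactive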
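test system = CHO parental line | reagent = ATP stimulus | measured by = intracellular calcium via Fluo-8 no-wash fluorescent dye | control set = ATP and no-ATP DMSO wells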
M1 PAM: potentiates human M1 receptor response to acetylcholine. P11229. CHO-K1 hM1, Fluo-8 calcium fluorescence, ACh EC20; 0% = ACh EC20, 100% = maximal ACh. hit rate 0.088% among 360,000. AID 588819. activation, % at 3 µM; in the data active means activation above about 19%, passing the limit was not always enough
TAAR1 antag: human TAAR1 antagonism; Q96RJ0; CHO RD-HGA16 TAAR1, Fluo-8 calcium fluorescence, antagonist; inhibition, % at 3 µM; hit rate 1.5% among 360,000; AID 624466;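 active means inhibition above a per-plate cutoff, the mean inhibition of test compounds on that plate plus 3 SD, cut at about 49% in these data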;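 further: 0% = DMSO plus EC80 beta-PEA response and 100% = DMSO alone without agonist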
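test system = CHO RD-HGA16 cells bearing hTAAR1 | replication = singlicate | controls = DMSO-only wells and EC80 β-PEA-stimulated wells | reagent = EC80 β-phenethylamine stimulus | read-out basis = percent inhibition of PEA-evoked calcium signal, max/basal emission ratio | schedule = seeding 17-24 h prior, 75-min 37 °C, 30-min RT dye loading | signal = kinetic Fluo-8 calcium fluorescence measurement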
* hit, by the source's call; · = no result given; & = joins results of further samples. These rows are one share of the data (hit frequency here may not be typical).

SMILES | CHO-K1 Ca ag | CHRM1 agonist | CHO-K1 Ca PAM | CHO-K1 Ca antag | M1 antag | TAAR1 ag | CHO parental Ca | M1 PAM | TAAR1 antag
CCC(=O)OC1CCC2C3CCC4CC(=O)C=CC4(C)C3CCC12C (stereo not given) | -0.1 | -4 | -18 | -2 | -2 | 0 | · | 1 | 14
O=c1[nH]c(=S)n(CCC2=CCCCC2)c(O)c1/C=N/N1CCOCC1 | 0.5 | -3 | 10 | -1 | -13 | 3 | -10 | 3 | -23
O=C1NC(=O)N(c2ccc(Br)cc2)C(=O)/C1=C/c1ccsc1 | 0.7 | -4 | 16 | -5 | -4 | 1 | 3 | 6 | 3
CC(C)(C)c1ccc(O)c(CN2CCN(c3ccccc3)CC2)c1 | 0.1 | -2 | 1 | 0 | -10 | 6 | -16 | 5 | -2
Cc1ccc(S(=O)(=O)CC(=O)c2cc(C)c(OC(=O)N(C)C)c(C)c2)cc1 | 0.9 | -8 | 12 | -6 | -11 | 4 | -30 | 5 | 16
NC(Cc1ccccc1)c1nc(-c2ccccc2)no1 (stereo not given) | 0.5 | -2 | -21 | 1 | -16 | 1 | -9 | 12 | -36
Cc1nn(C)c(C)c1/C=C1/CC2C3CC=C4CC(O)CCC4(C)C3CCC2(C)C1=O (stereo not given) | 0.3 | -4 | -6 | 4 | 0 | 12 | -7 | -2 | -14
CCOc1ccc2oc(C(=O)NN3C(C)CCCC3C)c(C)c2c1 (stereo not given) | 0.2 | -5 | 28 | -9 | -14 | -2 | -4 | 8 | -13
C[C@@H]1CN([C@H](C)CO)C(=O)CCCn2nncc2CO[C@@H]1CN(C)C(=O)Oc1cccc2ccccc12 | -0.1 | -3 | -10 | 4 | -10 | 1 | · | 5 | -19
c1ccc2nc(N3CCNCC3)ccc2c1 | 0.5&-0.2 | -7&-6 | 14&-4 | -11&16 | -17&-30 | 8&18 | -15 | -13&-1 | -25&-9
COC(=O)C1=C(c2ccc(F)cc2OCc2ccccc2)C[C@@H]2CC[C@H]1N2C(=O)NCCOc1ccc(OC)cc1 | 0.3 | -5 | 12 | -11 | 5 | 5 | -8 | -10 | 59*
Nc1ccccc1N=Cc1c(O)n(CCC2=CCCCC2)c(=O)[nH]c1=O | -0.1 | -3 | 10 | -6 | -5 | 1 | -4 | 11 | 4
COC(=O)C(C)Oc1cc(C)cc2oc(=O)c3c(c12)CCCC3 (stereo not given) | 0.1 | -5 | 33 | -3 | 5 | 14 | -17 | 0 | -3
CN1C(=O)/C(=C\c2ccc(N3CCCCC3)o2)C(=O)NC1=S | 3.5 | 2 | 19 | 0 | -5 | 20 | -3 | 4 | 14
Cc1cc(/C=C2\C(=O)NC(=S)N(C)C2=O)c(C)n1C1CCCCC1 | -0.4 | 0 | 3 | 6 | -4 | 2 | -1 | 3 | 5
CN(C)C(=O)Oc1ccc2c(c1)O/C(=C\c1cccc([N+](=O)[O-])c1)C2=O | 1.0 | 8 | 3 | 3 | -3 | 3 | -22 | 1 | -2
S=P1(Oc2ccccc2)Nc2ccccc2N1 | 0.7 | -6 | -1 | -5 | -9 | 2 | · | 4 | -7
CCc1ccc(-c2nn(Cc3ccccc3)cc2C=O)cc1 | -0.5 | -6 | -10 | 9 | -1 | 2 | -15 | -12 | 10
CCCCOc1ccc(CN2CCN(CCO)CC2)cc1 | 0.1 | -8 | 1 | -1 | 33* | 11 | -6 | -19 | 9
OCC1CO1 (stereo not given) | 0.7 | -3 | 19 | -18 | -4 | 4 | -9 | 2 | -17

Part of the list above in order of count of non-hydrogen atoms, lowest first.
SMILES | CHO-K1 Ca ag | CHRM1 agonist | CHO-K1 Ca PAM | CHO-K1 Ca antag | M1 antag | TAAR1 ag | CHO parental Ca | M1 PAM | TAAR1 antag
COC(=O)C(C)Oc1cc(C)cc2oc(=O)c3c(c12)CCCC3 (stereo not given) | 0.1 | -5 | 33 | -3 | 5 | 14 | -17 | 0 | -3
CC(C)(C)c1ccc(O)c(CN2CCN(c3ccccc3)CC2)c1 | 0.1 | -2 | 1 | 0 | -10 | 6 | -16 | 5 | -2
Nc1ccccc1N=Cc1c(O)n(CCC2=CCCCC2)c(=O)[nH]c1=O | -0.1 | -3 | 10 | -6 | -5 | 1 | -4 | 11 | 4

Continuation.
SMILES | CHO-K1 Ca ag | CHRM1 agonist | CHO-K1 Ca PAM | CHO-K1 Ca antag | M1 antag | TAAR1 ag | CHO parental Ca | M1 PAM | TAAR1 antag
O=c1cccc2n1CC1CC2CN(c2nc(N3CCCCC3)nc(N3CCCCC3)n2)C1 (stereo not given) | -0.1 | -4 | 2 | -1 | -4 | 2 | -20 | 4 | -31
CC1(C)NC(=S)C(C)(C)N1N=O | 0.9 | 1 | 9 | -6 | -16 | 1 | · | 6 | -3
CN(C)C(=O)Oc1ccc2oc(=O)cc(-c3cc4ccccc4o3)c2c1 | 0.9 | -2 | 19 | -10 | 0 | -1 | -9 | -4 | -17
CCCN1CCc2cc(O)cc3c2[C@H]1Cc1ccc(O)c(O)c1-3 | 0.3 | -5 | 26 | -17 | -30 | 2 | 21 | 3 | -13
C=CCN1CC[C@]23c4c5ccc(O)c4OC2C(O)C=CC3[C@H]1C5 (stereo not given in full) | 0.0 | -3 | -6 | 13 | 11 | 2 | 1 | -6 | -44
O=C(c1cn(Cc2ccccc2F)c2ncccc12)C(F)(F)F | -0.7 | -7 | -3 | -4 | 2 | 3 | -25 | 0 | 4
CC(C)n1cc(C(=O)N(CC(=O)NC2CCCC2)Cc2ccccc2)cn1 | 0.8 | -4 | 13 | -2 | -6 | 15 | -12 | 11 | 7
O=c1[nH]c(=O)n(Cc2ccc(F)cc2)c(O)c1C=NCCCO | 0.6 | -2 | 9 | 5 | -2 | 4 | -9 | 11 | -16
Oc1c(Br)cc(Br)cc1Br | 1.4 | -2 | 6 | -19 | -7 | 5 | -8 | 4 | -11
O=C(c1cc2nc(-c3ccccc3)cc(-c3ccccc3)n2n1)N1CCC2(CC1)OCCO2 | 1.2 | -1 | 18 | -6 | -31 | 7 | -19 | 2 | 4
COc1cccc(C(c2nnnn2C(C)(C)C)N2CCC3(CC2)C(=O)NCN3c2ccccc2)c1OC (stereo not given) | 5.4 | 4 | 14 | -18 | -25 | 9 | · | 2 | 30
COc1cc2c(cc1OC)C13CCN4CC5=CCOC6CC(=O)N2C1C6C5CC43 (stereo not given) (tested in a mixture with another compound) | -0.1 | 6 | -6 | 6 | -8 | 1 | -1 | 9 | -17
Nc1ncc(P(=S)(N2CCOCC2)N2CCOCC2)s1 | -0.2 | -1 | -4 | 11 | -22 | 4 | -2 | 3 | 1
COC(=O)C1=C(c2ccc(OC)c(OC)c2)C[C@@H]2CC[C@H]1N2C(=O)NC(C)C | 0.5 | -4 | 6 | -13 | -9 | 1 | 0 | 10 | 5
CN1CCN(S(=O)(=O)c2ccc(Cl)nc2)CC1 | 2.6 | -8 | 11 | 2 | -1 | 4 | -5 | 5 | -17
COC(=O)C1=C(c2cccc(C#N)c2)C[C@@H]2CC[C@H]1N2C(=O)NCCOc1ccccc1 | -0.3 | -6 | -2 | -8 | -3 | 1 | -23 | 10 | 13
CC1CCN(CC(=O)c2cccc(C(F)(F)F)c2)CC1 | 1.0 | -5 | 8 | 3 | -4 | 1 | -22 | 9 | -10
O=[N+]([O-])c1cccc(CCl)c1 | -0.3 | 3 | 1 | -10 | -5 | · | -3 | 5 | ·
C[C@]12CCC3C(CC[C@H]4C[C@@H](O)CC[C@]34C)C1[C@H]1CN=N[C@H]1[C@@H]2O (stereo not given in full) | 3.5 | 1 | -16 | 7 | 5 | 9 | -14 | -8 | 24
O=c1[nH]c(=O)n(CCC2=CCCCC2)c(O)c1C=Nc1cccc(F)c1 | 0.5 | -2 | 20 | -5 | -2 | 1 | -10 | 6 | 15

Another view of part of the listing above:
Every second line gives: CHO-K1 Ca ag | CHRM1 agonist | CHO-K1 Ca PAM | CHO-K1 Ca antag | M1 antag | TAAR1 ag | CHO parental Ca | M1 PAM | TAAR1 antag
- CN(C)C(=O)Oc1ccc2c(c1)O/C(=C\c1cccc([N+](=O)[O-])c1)C2=O
  1.0 | 8 | 3 | 3 | -3 | 3 | -22 | 1 | -2
- O=C(c1cn(Cc2ccccc2F)c2ncccc12)C(F)(F)F
  -0.7 | -7 | -3 | -4 | 2 | 3 | -25 | 0 | 4
- CCC(=O)OC1CCC2C3CCC4CC(=O)C=CC4(C)C3CCC12C (stereo not given)
  -0.1 | -4 | -18 | -2 | -2 | 0 | · | 1 | 14

Molecules above that have a tert-butyl group, in the order listed:
SMILES | CHO-K1 Ca ag | CHRM1 agonist | CHO-K1 Ca PAM | CHO-K1 Ca antag | M1 antag | TAAR1 ag | CHO parental Ca | M1 PAM | TAAR1 antag
CC(C)(C)c1ccc(O)c(CN2CCN(c3ccccc3)CC2)c1 | 0.1 | -2 | 1 | 0 | -10 | 6 | -16 | 5 | -2
COc1cccc(C(c2nnnn2C(C)(C)C)N2CCC3(CC2)C(=O)NCN3c2ccccc2)c1OC (stereo not given) | 5.4 | 4 | 14 | -18 | -25 | 9 | · | 2 | 30

(continued)
SMILES | CHO-K1 Ca ag | CHRM1 agonist | CHO-K1 Ca PAM | CHO-K1 Ca antag | M1 antag | TAAR1 ag | CHO parental Ca | M1 PAM | TAAR1 antag
Nc1nnc(CCN2CCCCC2)s1 | 0.4 | -4 | 15 | -1 | 2 | -3 | -20 | 6 | -21
Cc1cc(N2CCOCC2)ccc1/C=C1\C(=O)NC(=O)N(c2ccccc2)C1=O | 0.4 | -1 | -4 | 1 | 1 | 2 | -3 | 2 | 5
O=C(O)C1(Br)CC12c1ccccc1-c1ccccc12 (stereo not given) | 0.1 | -4 | -5 | -13 | -8 | 0 | · | 1 | -9
CCNC(=O)NC(=O)C(C)OC(=O)c1c(C)nn(Cc2ccccc2)c1Cl (stereo not given) | 0.7 | -1 | 21 | -5 | -15 | -1 | -7 | 7 | -19
